TbPYK inhibitor: blocks Trypanosoma brucei pyruvate kinase. Potency, µM (top dose mostly 76.8 µM), without a hit: at the top dose activity, negative = inhibition, hits mostly inhibitors. Q57TT1. 410,000 tested, 0.12% active. TbPYK enzyme, Kinase-Glo Plus ATP luminescence, 45 min; active = well fitted inhibition curve with a large enough effect; inconclusive = small, poorly fitted or top-dose-only effect; note: nearly all actives have a fitted effect of over 50% in size
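Glycolytic pyruvate kinase of T. brucei was incubated with substrate, test compound and 130 uM ADP for 45 minutes at room temperature. Luminescent Kinase-Glo Plus signal was measured after 10 minutes.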
* hit, by the source's call; ? = inconclusive; [ ] = dose if it differs, or a comment. % is set by controls: 0 for no effect and ±100 for the full control effect; potency is the fitted concentration of half-maximal effect. This is a subset; count on the stated rates, not on these rows.

SMILES	TbPYK inhibitor
CC1(C(=O)Nc2ccc3c(c2)OCO3)CCN1C(=O)Cc1ccc(-c2ccccc2)cc1 (stereo unspecified)	-4%
CCOc1ccc(NC(=O)CSc2nc(-c3ccc(OC)cc3)nc3c2Cc2c(CO)cnc(C)c2O3)cc1	2%
COc1ccc(Cl)cc1NC(=O)Cn1c(=O)c2ccccc2n2nncc12	-4%
Cc1oc(-c2ccccc2F)nc1Cn1c(SCc2cccc(C(F)(F)F)c2)nc2ccncc21	-9%
Cc1cnc(CNC(=O)c2csc(COCCO)n2)cn1	-2%
COc1ccc(-n2ncc(C(=O)N3CCN(C(=O)c4ccco4)CC3)c2C2CCN(C(=O)OC(C)(C)C)CC2)cc1	1%[15.4 µM]
O=C1NC(Cc2ccccc2)c2nc3cc(F)c(F)cc3c(=O)n2-c2ncccc21 (stereo unspecified)	0%
CCCCOc1cccc(C(=O)Nc2ccc3oc(-c4cccnc4)nc3c2)c1	0%
Cc1c(C(=O)NCc2ccc3c(c2)OCO3)sc(=O)n1Cc1ccc(S(C)(=O)=O)cc1	5%
O=C(Nc1nnc([C@H]2C[C@H](O)[C@@H](CO)O2)s1)c1ccc(Oc2ccccc2)cc1	1%
COc1ccc(Cl)cc1NC(=O)c1ccc2c(c1)CCN2S(C)(=O)=O	1%
C[C@@H]1Cn2cnc(C(=O)N[C@@H](C)C(=O)OC(C)(C)C)c2C(=O)N1	6%
Cc1noc(C)c1CSCC(=O)OCC(=O)Nc1ccc(OC(F)(F)F)cc1	-1%
CCOC(=O)C1(C)CCN1C(=O)c1cccs1 (stereo unspecified)	-3%
CCN1CCC(N(Cc2ccc(F)cc2)C(=O)Nc2cccc(C(F)(F)F)c2)CC1	2%
CC1(C(=O)O)CCC2(C)CCC3(C)C(=CC(=O)C4C5(C)CCC(=O)C(C)(C)C5CCC43C)C2C1 (stereo unspecified)	5%
CC(O)(c1ccccc1)c1nc(-c2ccc(F)c(Cl)c2)cs1 (stereo unspecified)	6%
CC1(C)CC(=O)C=C(c2n[nH]nc2-c2ccccc2)C1	-7%
Cc1ccc(Cn2c(=O)c3ccccc3n3c(-c4ccccc4)nnc23)cc1	4%
COc1cccc(-c2nnc3n(Cc4ccccc4Cl)c(=O)c4ccccc4n23)c1O	-2%

2 entries from above, as labelled records.
CCOC(=O)C1(C)CCN1C(=O)c1cccs1 (stereo unspecified)
  TbPYK inhibitor = -3%

COc1ccc(Cl)cc1NC(=O)Cn1c(=O)c2ccccc2n2nncc12
  TbPYK inhibitor = -4%

Another view of 4 compounds above:
Cc1cnc(CNC(=O)c2csc(COCCO)n2)cn1
- TbPYK inhibitor = -2%

Cc1c(C(=O)NCc2ccc3c(c2)OCO3)sc(=O)n1Cc1ccc(S(C)(=O)=O)cc1
- TbPYK inhibitor = 5%

CCCCOc1cccc(C(=O)Nc2ccc3oc(-c4cccnc4)nc3c2)c1
- TbPYK inhibitor = 0%

CC(O)(c1ccccc1)c1nc(-c2ccc(F)c(Cl)c2)cs1 (stereo unspecified)
- TbPYK inhibitor = 6%

3 compounds drawn at random from the list so far, as already listed:
SMILES	TbPYK inhibitor
Cc1oc(-c2ccccc2F)nc1Cn1c(SCc2cccc(C(F)(F)F)c2)nc2ccncc21	-9%
COc1ccc(Cl)cc1NC(=O)Cn1c(=O)c2ccccc2n2nncc12	-4%
O=C(Nc1nnc([C@H]2C[C@H](O)[C@@H](CO)O2)s1)c1ccc(Oc2ccccc2)cc1	1%

Remaining list, next part:
SMILES	TbPYK inhibitor
CCOc1ccc(-c2nn(-c3ccccc3)cc2C2NC(=O)NC(C)=C2C(=O)OC(C)C)cc1 (stereo unspecified)	-3%
COC(=O)c1cc(C)nc2c1c(=O)nc(SCc1ccccc1Cl)n2C1CC1	-2%
Cc1ccccc1CNC(=O)c1ccc2nc(C(C)C)oc2c1	-2%
CCOC(=O)c1cc(-c2ccc(OC)c(S(=O)(=O)NCc3ccccc3Cl)c2)on1	3%
COc1ccc(S(=O)(=O)Nc2ccc3c(c2)C(=O)N([C@H](C)CO)C[C@H](C)[C@@H](CN(C)C(=O)Nc2ccc(C(F)(F)F)cc2)OCCCC[C@H](C)O3)cc1	-1%
CCOC(=O)c1c(C)[nH]c(CCC(=O)NCc2ccccc2C)c1C	-7%
CCOC(=O)C(=C1Nc2ccccc2N1)n1c(-c2cnccn2)nc2ccccc21	-12%
O=c1[nH]c2ccccc2n1C1CCN(C(c2cccc3ccccc23)c2nnnn2Cc2ccccc2)CC1 (stereo unspecified)	6%
CCOCCCNC(=O)c1ccc(-n2c(-c3ccccc3)cc3c2CCCC3)cc1	0%
COc1ccc(CCNC(=O)CCCCn2c(=O)c3ccccc3n(Cc3cc(C)ccc3C)c2=O)cc1OC	3%
Cc1ccc(NC(=O)C2CCCN(c3ncnc4c3nc3n4CCCCC3)C2)c(Br)c1 (stereo unspecified)	-3%
O=C(Cn1cc(SCc2c(F)cccc2Cl)c2ccccc21)N1CCCCCC1	3%
Cc1ccccc1Nc1c(-c2ccco2)nc2c(C)cccn12	2%
Cc1cccnc1C1=NOC(Cc2ccccc2)C(=O)N1Cc1ccccc1F (stereo unspecified)	2%
COC(=O)c1ccc(CN(Cc2ccc(OC)c(OC)c2)S(=O)(=O)c2ccc(F)c(C(=O)Nc3cc(C)ccc3C)c2)cc1	5%
COC(=O)c1c(-c2cccs2)csc1NC(=O)c1cc(OC)cc(OC)c1	-18%
COc1ccc(NC(=O)c2c(NCc3cccc(OC)c3)sc3c2CCC3)cc1	?
Cc1ccc(N2CCN(c3cc(C)nc4c(-c5ccc(Cl)cc5)c(C)nn34)CC2C)cc1 (stereo unspecified)	0%
Cc1ccccc1NC(=O)CSc1cn(CC(=O)N(C(C)C)C(C)C)c2ccccc12	6%
CCOC(=O)[C@]12CCCC=C1N(Cc1ccc3c(c1)OCO3)C(=O)[C@H](CC(=O)NCCC(C)C)C2	5%

Three entries from above, ordered by count of non-hydrogen atoms, highest first:
SMILES	TbPYK inhibitor
CCOC(=O)[C@]12CCCC=C1N(Cc1ccc3c(c1)OCO3)C(=O)[C@H](CC(=O)NCCC(C)C)C2	5%
Cc1ccccc1NC(=O)CSc1cn(CC(=O)N(C(C)C)C(C)C)c2ccccc12	6%
CCOCCCNC(=O)c1ccc(-n2c(-c3ccccc3)cc3c2CCCC3)cc1	0%

Going on with the list.
SMILES	TbPYK inhibitor
O=C(C1CCCN(S(=O)(=O)c2cccc3nonc23)C1)N1CCN(c2ccccc2F)CC1 (stereo unspecified)	1%
OC[C@@H]1CN(Cc2ccco2)C[C@H](n2cnc3c(NC4CCCC4)ncnc32)O1	-4%
O=c1c(N2CCN(c3cccc(C(F)(F)F)c3)CC2)csc2ccc(Cl)cc12	-9%
Cc1ccc(CCNC(=O)C2CCN(Cc3nc(-c4ccccc4C)oc3C)CC2)cc1	0%
CC(=O)c1cccc(NS(=O)(=O)c2cccc(S(=O)(=O)c3ccc(Br)cc3)c2)c1	0%
CC1(C(=O)NS(=O)(=O)c2cccc(OC(F)F)c2)CCN1C(=O)Cc1ccccc1 (stereo unspecified)	-11%
COc1ccccc1NC(=O)C1=C(C)Nc2nc(SCc3ccccc3F)nn2C1c1cccs1 (stereo unspecified)	-1%
O=C(NCCSCc1ccc(Cl)cc1)C1CCN(S(=O)(=O)Cc2ccccc2)CC1	-5%
O=C(c1csnn1)N1CCC[C@@]2(CCN(c3cccc(-c4ccccc4)c3)C2)C1	1%
CSCCC(C(=O)Nc1c(C)cccc1C)N(C)CCc1ccccc1 (stereo unspecified)	0%
CCn1c(C)c(C2N3CC4(C)CN2CC(CC)(C3)C4=O)c2ccccc21 (stereo unspecified)	-18%
O=C(COC(=O)c1cc(-c2ccccc2)nc2ccccc12)c1ccc(Br)cc1	2%
NC(Cc1ccc(F)cc1)c1csc(Nc2ccc(S(N)(=O)=O)cc2)n1 (stereo unspecified)	0%
COc1cccc(CSc2nc3n(n2)C(c2cccc(F)c2)C(C(=O)Nc2ccccc2C)=C(C)N3)c1 (stereo unspecified)	1%
Cc1ccc(-c2nnc(Nc3ccc(C(N)=O)cc3)c3ccccc23)cc1S(=O)(=O)N1CCCCC1	3%
O=C(Nc1ccccc1Cl)N1CCC(CN2CCCC2)CC1	-7%
CC(=O)Nc1cccc(-c2cc(NC(C)=O)c3ncc(-c4ccc(C(C)=O)cc4)n3c2)c1	-3%
O=C(Cn1cc(CNC(=O)C2CCCCC2)nn1)Nc1cc(C(F)(F)F)ccc1Cl	-6%
COc1cccc(-c2cnc3c(NC(C)=O)cc(-c4ccc(OC)c(OC)c4)cn23)c1	-9%
CCN(CC)S(=O)(=O)c1ccc(-c2csc(=Nc3cccc(C(F)(F)F)c3)n2Cc2ccc3c(c2)OCO3)cc1	1%
CCC(=O)Nc1sc2c(c1C(=O)Nc1ccc(OC)cc1)CCC(C(C)(C)C)C2 (stereo unspecified)	0%
CCOc1ccc(CNC(=O)Cn2nc(C)c3nn(-c4ccc(Cl)cc4)c(C)c3c2=O)cc1OC	-11%
Cc1cccc(C(=O)Nc2ccccc2C(=O)OCc2cc(=O)n3nc(C4CC4)sc3n2)c1	-4%
CC(C)(C)c1ccc(C(O)c2ncc(-c3ccccc3F)[nH]2)cc1 (stereo unspecified)	3%
Cc1nn(-c2ccccc2)c(C)c1C(=O)OCC(=O)Nc1ccc(C(N)=O)cc1	5%
Cc1ccc(CN2C(=O)[C@H]3Cc4c([nH]c5ccccc45)C(C)(C)N3C2=O)cc1	1%
Cc1ccc(Cl)cc1NC(=O)Cn1c(=O)oc2cc(S(=O)(=O)N3CCCCCC3)ccc21	0%[15.4 µM]
CCCc1ccc(C(O)c2ncc(-c3ccccc3F)[nH]2)cc1 (stereo unspecified)	3%
CCC(CC)C(=O)N(C)c1c(C)nc2c(OCc3ccc(C#N)cc3)cccn12	9%
COc1ccc2c3c1OC1C(O)C=CC4[C@@H](C2)NCC[C@]314 (stereo partly specified)	-4%[157 µM]
Cc1ccc(NC(=O)C2CCC(CNS(=O)(=O)c3ccc4c(c3)C(C)(C)C(=O)N4C)CC2)cc1 (stereo unspecified)	2%
O=C(Nc1cccc2ccccc12)c1csc([C@@H]2C[C@H](O)[C@@H](CO)O2)n1	-4%
CCn1c2ccccc2c2cc(CN3CCN(Cc4ccc(OC)c(OC)c4)CC3)ccc21	-1%
CCc1ccc(-c2nn(CC(=O)NC3CCCCC3)c3c2cnc2ccc(C)cc23)cc1	-4%
COC(=O)c1ccccc1NC(=O)C1CCN(C(=O)N2CC(C)Oc3ccccc32)CC1 (stereo unspecified)	2%
COc1cccc(C2=CC(c3ccccc3F)n3ncc(C(=O)Nc4ccc(C)cc4)c3N2)c1 (stereo unspecified)	-4%
CCOC(=O)c1cnc2ccccc2c1Nc1ccc(N2CCOCC2)cc1	-7%
COc1ccc(S(=O)(=O)N2CCCC(c3cc(C(=O)NCc4cccnc4)no3)C2)cc1 (stereo unspecified)	-7%
Cc1ccc(NC(=O)C(=O)NCC(c2ccc3c(c2)OCO3)N2CCN(c3ccccc3)CC2)cc1 (stereo unspecified)	3%
Cc1oc2ncn(C)c(=O)c2c1C(=O)N1CCN(c2ccc(Cl)cc2)CC1	-4%
COc1ccc(CCNS(=O)(=O)c2c(C)nc3sccn3c2=O)cc1OC	-6%
Cc1ccc(NC(=O)c2c(C)oc3ccc(O)c(CN(C)Cc4ccccc4)c23)c(C)c1	1%
CCc1ccccc1Oc1nc2cc(-c3cccc(OC)c3)sc2c(=O)n1C	6%
CSc1ccc(CCNC(=O)C(C)n2nc(C)c3sc4ccccc4c3c2=O)cc1 (stereo unspecified)	-2%
CCc1nnc(NC(=O)C(=O)c2cc(C)n(-c3ccccc3)c2C)s1	-3%
COc1ccc(NC(=O)c2ccco2)cc1NC(=O)c1cc(Br)ccc1Cl	0%
Cc1ccc(C(=O)COC(=O)CN2C(=O)C3CC=CCC3C2=O)cc1C (stereo unspecified)	-2%
O=C(c1cnccn1)N1CCC2(CC1)CCN(c1ccccc1)CC2	-13%
COc1ccc(S(=O)(=O)N2CCN(C(=O)c3ccc(COc4ccccc4)o3)CC2)cc1	-10%
CC1Cc2cc(S(=O)(=O)CCC(=O)Nc3ccccc3F)ccc2N1C(=O)C1CC1 (stereo unspecified)	-11%
CSc1ccc(CNC(=O)Cc2csc3ccccc23)cc1	-3%
Cc1cc2c(n1-c1ccc(C(=O)NCc3ccccc3Cl)cc1)CCCC2	0%
CC(=O)N1CCCc2cc(S(=O)(=O)N3CCCC(C(=O)Nc4ccc(C)c(C)c4)C3)ccc21 (stereo unspecified)	3%
Cc1cc(C)cc(-n2ccnc2SCC(=O)Nc2nc3ccccc3s2)c1	-4%
CCC(=O)N1c2ccccc2CC1C(=O)NCc1ccccc1Cl (stereo unspecified)	5%
CCCCc1c(O)nc(SCC(=O)Nc2ccc(OC)cc2)n(-c2ccc(C)c(C)c2)c1=O	-2%
CCOc1ccc(N2CC(NC(=O)Cc3ccccc3)CC2=O)cc1 (stereo unspecified)	3%
Cc1ccc2c(c1)c1c3n2CCN(C(=O)c2cccc(C(F)(F)F)c2)C3CCC1 (stereo unspecified)	4%
CCN(CC)C(=O)Cn1c(=O)n(-c2ccc(C)c(C)c2)c(=O)c2c3c(sc21)CCCCC3	0%
O=C(c1ccc2c(c1)N(Cc1cccc(Cl)c1)C(=O)c1ccccc1S2(=O)=O)N1CCCCC1	-3%
Cc1ccc(N2CC(NC(=O)C3CCCC3)CC2=O)cc1C (stereo unspecified)	4%
